# Compound activity deposited in PubChem BioAssay by several laboratories.
# 14-3-3 Bad inh = disrupts binding of bovine 14-3-3 zeta to phospho-Bad peptide; inhibition, % at 21.7 µM; actives 0.71% (n = 220,000); TR-FRET 14-3-3zeta/Dy647-pBad peptide displacement, 1 h; AID 781; P63103;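 active = inhibition above about 70%, limit read from the data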;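 also: 0% = full 14-3-3 plus peptide FRET controls and 100% = background without 14-3-3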
# eIF4E-4G inh = eIF4E/eIF4G interaction inhibition in translation initiation | TR-FRET eIF4E-eIF4GI(517-606) binding, 2 h | inhibition, % at 21.7 µM | actives 0.37% (n = 220,000) | P63073+Q04637;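 active = inhibition above about 30%, limit read from the data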;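 also: 0% = full FRET control wells and 100% = background wells lacking eIF4GI fragment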
# p97 ATPase inh = human p97 ATPase inhibition | inhibition, % at 8 µM | recombinant p97 ATPase, Kinase-Glo ATP luminescence, 3 h | actives 0.42% (n = 220,000); in the data active = inhibition above about 15%;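 also: 0% = DMSO vehicle and 100% = wells lacking enzyme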
# Target sequence (P55072 whole entry, looked up): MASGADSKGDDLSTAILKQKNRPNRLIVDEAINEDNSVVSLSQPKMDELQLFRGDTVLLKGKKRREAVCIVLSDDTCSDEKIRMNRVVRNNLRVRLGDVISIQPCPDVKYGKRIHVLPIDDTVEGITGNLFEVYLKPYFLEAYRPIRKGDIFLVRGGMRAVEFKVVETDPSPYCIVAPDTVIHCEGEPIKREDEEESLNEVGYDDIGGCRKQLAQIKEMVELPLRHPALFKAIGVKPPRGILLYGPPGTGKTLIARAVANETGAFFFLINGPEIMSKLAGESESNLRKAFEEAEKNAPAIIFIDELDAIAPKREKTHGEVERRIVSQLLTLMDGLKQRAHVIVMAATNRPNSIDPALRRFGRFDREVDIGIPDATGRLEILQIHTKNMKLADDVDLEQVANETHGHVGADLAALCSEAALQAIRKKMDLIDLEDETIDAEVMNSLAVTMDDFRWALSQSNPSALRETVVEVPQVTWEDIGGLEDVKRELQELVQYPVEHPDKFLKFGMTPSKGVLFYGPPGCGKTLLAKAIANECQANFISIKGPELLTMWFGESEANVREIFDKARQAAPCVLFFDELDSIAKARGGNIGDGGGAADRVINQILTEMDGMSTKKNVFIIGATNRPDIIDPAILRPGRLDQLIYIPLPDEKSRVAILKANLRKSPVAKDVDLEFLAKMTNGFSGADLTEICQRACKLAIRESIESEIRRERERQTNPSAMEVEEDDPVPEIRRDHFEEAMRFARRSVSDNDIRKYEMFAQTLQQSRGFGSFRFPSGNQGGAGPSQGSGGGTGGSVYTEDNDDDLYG
# Mdm2 ligase inh = Mdm2 E3 ligase (human) inhibition. Q00987. cell-based MDM2 ubiquitination luciferase reporter, 2 h; 0 = plate control, 100 = twice control, blank-subtracted. signal enhancement, % at 5 µM. actives 0.11% (n = 210,000). AID 1230;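 active = signal enhancement of 30% or more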;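 also: luminescence tracks abundance of the self-degrading MDM2-luciferase fusion protein; higher signal means inhibition of MDM2 E3 ligase activity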
#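 System: stable MDM2–luciferase fusion reporter cells / Input: 2000 cells seeded into each well / Schedule: 4 h settle plus 2 h compound, 37 °C / Compound: single-point 5 µM / Buffer or medium: cells held in DMEM / Benchmarks: control and blank well means / Evaluation: percent signal gain over controls, blank-subtracted / Measured by: luciferase luminescence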
# FXIa inh = blocks human coagulation factor XIa protease activity; purified FXIa, Boc-Glu-Ala-Arg-AMC fluorogenic substrate; inhibition, % at 5 µM; actives 0.14% (n = 220,000); P03951; AID 798;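 active = inhibition of at least 40%; inactive = inhibition below 40%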;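 also: fluorescence of freed AMC excited at 355 nm; 0% = enzyme without compound and 100% = no enzyme blank; many of its hits are not listed in these tables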
# Rad51 HR inh = Rad51 (human) homologous recombination inhibition; hRad51 DNA strand exchange, fluorescence dequenching; inhibition, % at 10 µM; actives 0.085% (n = 200,000); AID 1385;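 active = inhibition above 40% at the single screening dose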;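 also: 0% = DMSO control wells and 100% = blanks with heterologous ssDNA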
#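 material = hRad51 filaments on single-stranded DNA | reagent = Donor/quencher-labelled 47-bp dsDNA substrate | compound = 10 µM final, single point | schedule = strand-exchange reaction 15 min at room temperature | measured by = fluorescein emission 520 nm, excitation 485 nm | read-out basis = % inhibition versus plate control and blank means | benchmarks = plate controls and plate blanks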
# FXIIa inh = inhibitors of human coagulation factor XIIa; P00748; purified FXIIa, Boc-QGR-AMC fluorogenic substrate, 2 h; inhibition, % at 5 µM; actives 0.3% (n = 220,000); AID 800; in the data active = inhibition above about 40%;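 also: 0% = enzyme with no compound and 100% = blank without enzyme; many of its hits are not listed in these tables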
# KLK5 inh = inhibitors of human kallikrein 5; Q9Y337; actives 0.59% (n = 210,000); recombinant hK5, fluorogenic AMC substrate cleavage; inhibition, % at 5 µM;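 active = inhibition of 40% or more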;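 also: 0% = enzyme controls without compound and 100% = no-enzyme blanks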
# Wee1 degr inh = blocks degradation of human Wee1 kinase | P30291 | HeLa Luc-Wee1K328M stability, luciferase luminescence; 100% = proteasome inhibitor MG132 effect | reporter increase, % at 5 µM | actives 1.2% (n = 220,000) | AID 1321;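 active = activation above the mean of all tested compounds plus 3 SD, set per screening run, cut at about 8.8% in these data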;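 also: cells exposed to compound for 20 h before luminescence read; 0% = DMSO alone and 100% = MG132 at 30 µM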
# Active calls of the source: *; . = no result given; [ ] = remark or other dose.
SMILES,14-3-3 Bad inh,eIF4E-4G inh,p97 ATPase inh,Mdm2 ligase inh,FXIa inh,Rad51 HR inh,FXIIa inh,KLK5 inh,Wee1 degr inh
COc1ccc(C(=O)N/C(=C/c2cccc3ccccc23)C(=O)NCCc2c[nH]c3ccccc23)cc1OC,0,-2,1,-17,0,4,12,-11,-2
CCSc1nc2nc(C)cc(C)n2n1,6,-12,0,-8,5,0,21,3,2
Fc1ccc(CSc2nsc(SCc3ccc(F)cc3)n2)cc1,-7[fluorescence artefact?],6,-5,1,5,-3,22,3,-1
CCc1ccccc1NC(=S)N(CCCN1CCOCC1)Cc1cccs1,-15[fluorescence artefact?],7,0,16,10,10,21,-9,0
CC(C)c1onc(C(=O)N(C)C2CCCCC2)c1[N+](=O)[O-],1,1,0,.,1,.,4,.,1
C=CCSc1nnc(-c2ccccc2N=Cc2c(C)[nH]n(-c3ccccc3)c2=O)c(=O)[nH]1,-1,-11,0,-1,2,-3,-9,-8,-2
O=C(CCCCCn1c(=O)[nH]c2ccsc2c1=O)N1CCN(C2CCCCC2)CC1,-1[fluorescence artefact?],2[fluorescence artefact?],.,-11,3,-9,12,-6,.
Cc1ccc2oc(=O)n(CC(=O)O)c2c1,2,3,4,-9,-1,1,1,4,-2
Cc1nnc(N/N=C/c2ccco2)n1N,-19,1,5,-11,-1,5,3,-1,-3
CS(=O)(=O)NCCSCc1c(F)cccc1Cl,11[fluorescence artefact?],-2,-1,-19,3,2,16,7,0
CN(C)C(=S)Nc1ccc2c(c1)OCO2,-3,0,4,-11,-2,13,6,-3,-1
COc1ccccc1/C=N/NC(=O)c1ccc(Br)cc1,8,2,-4,-5,5,-19,11,-7,-1
COc1ccc(C2(CNC(=O)Cc3ccccc3)CCCC2)cc1OC,4,-3,-2,1,-1,.,19,-5,-2
C=CCOc1ccccc1CNCCNC(=O)c1nonc1N,5,1,5,3,-2,-5,4,1,-2
CCCC(=O)OCC(=O)Nc1cc(C(C)(C)C)nn1-c1ccccc1,.,.,-6,-6,2,6,7,-77,-1
CC1CC(C)CN(CCCNC(=O)c2cc3c(=O)[nH]c4ccccc4c3n2C)C1 (stereo not drawn),-5,2,1,-11,-1,.,12,.,0
Cc1cccc(Nc2nc(N3CCCCC3)nc(N3CCCCC3)n2)c1,-1,0,2,-11,6,0,10,-7,-1
COc1cc(O)c(C(CCN2CCN(c3ccccc3)CC2)c2ccc3c(c2)OCO3)c(OC)c1 (stereo not drawn),-2,3,.,12,-1,-6,7,0,.
Cc1cc(C)cc(OCC(=O)N2N=C(c3cccnc3)CC2(O)C(F)(F)F)c1 (stereo not drawn),12,2,0,-3,-9,.,4,-4,4
O=C(O)c1cccc(N2C(=O)CSC2c2c(F)cccc2Cl)c1 (stereo not drawn),2,2,0,-14,6,1,9,14,0
O=C(Nc1ccc(Cl)cn1)C1COc2ccccc2O1 (stereo not drawn),-7,-1,3,-22,-4,-19,4,0,19*
CC(C)OCCCN1C(=O)c2ccccc2C1C(=O)NC1CCCCC1 (stereo not drawn),1[fluorescence artefact?],1[fluorescence artefact?],1,-3,4,2,20,-5,0
COc1ccc(NC(=O)C(C)SCc2ccccc2)cc1 (stereo not drawn),5,2,-5,1,8,-1,30,16,-4
CCOC(=O)c1c(-c2ccsc2)csc1N,-14,3,2,-59,1,-8,12,-12,-2
COC(=O)c1ccc(-n2nnnc2SC)cc1,9,4,4,-13,6,-3,10,-26,0
Cc1cc(OCC(=O)N(C)C2CCCCC2)cc(C)c1Cl,-5,1,-2,12,4,12,1,-20,-5
Cn1c(CN2CCCC2)nc2cc(NC(=O)COc3ccc(Cl)cc3)ccc21,-3,1,-1,5,-7,-6,6,-23,0
CCN1C(=O)C(=O)N(CC(=O)Nc2ccccc2Oc2ccccc2)C1=O,-2,1,4,0,4,-3,13,2,-4
COc1ccccc1-n1c(SCC(=O)N2CCCCC2)nnc1-c1ccccc1O,-6[fluorescence artefact?],-11,-6,-18,2,3,7,-1,1
CC(C(=O)NCCS(=O)(=O)c1ccc(Cl)cc1)S(=O)(=O)c1ccccc1 (stereo not drawn),-1,-1,-4,-14,-6,0,5,-4,2
COc1ccc2c(COC(=O)CNC(=O)C34CC5CC(CC(C5)C3)C4)cc(=O)oc2c1,-9[fluorescence artefact?],-1,3,-9,3,2,7,-16,1
CN(C(=O)c1ccc2c(=O)n3c(nc2c1)CCCCC3)c1ccccc1,0,-2,2,3,2,-11,9,2,3
Cc1cc(OCC(=O)NCc2nc(-c3ccccc3)no2)c(C)cc1Br,0,0,-3,5,4,4,19,-6,-3
CCOC(=O)CNC(=O)c1cnn2cccnc12,-1,2,0,-11,5,4,17,-3,-1
CC[C@H](C)[C@H](NC(N)=O)C(=O)Nc1ccccc1F,-7,8,4,-4,-3,13,4,-1,-2
CC(=O)NCC(=O)N(c1ccccc1)C1(C(=O)NC2CCCCC2)CCCCC1,10,-5,-6,-22,-1,-2,16,6,-1
Cc1cccc(NC(=S)NCc2ccncc2)c1C,-7,-27,-1,3,2,8,1,-9,-1
O=C1c2ccccc2NC(c2ccccc2Br)N1CCCN1CCOCC1 (stereo not drawn),-6,-1,3,0,3,0,12,-4,1
CC(C)(C)C(=O)Nc1ccc(N2CCN(S(C)(=O)=O)CC2)cc1,-2,-2,3,-3,-6,2,-1,-5,-1
O=C(Cn1c(-c2ccc(Cl)cc2)noc1=O)N1CCN(c2ccccc2F)CC1,0,-9,-5,-3,1,4,12,14,-3
COC(=O)CSc1nc(C(C)C)nc2ccccc12,-1,-2,3,-7,-5,-10,-6,-22,4
COc1cc(/C=N/OCC(=O)Nc2cc(C)on2)ccc1OCc1ccccc1,4,-4,-9,-16,-10,-11,-4,1,4
CCC(C)(C)NC(=O)C(c1cccn1C)N(C(=O)Cn1nnc2ccccc21)c1ccc(F)cc1 (stereo not drawn),-7[fluorescence artefact?],0,2,-23,-6,7,16,-15,7
O=C(O)CCCC(=O)NCCCCc1ccccc1,3[fluorescence artefact?],-8[fluorescence artefact?],3,-2,0,-2,8,-18,0
CCN(CC)S(=O)(=O)c1cccc(-n2c(O)c(C=Nc3ccccc3C(=O)O)c3ccccc3c2=O)c1,4,-3,-6,-3,9,2,14,-4,0
CCCn1c(=O)c2c(C(F)(F)F)cc(-c3ccco3)nc2n(CCC)c1=O,7[fluorescence artefact?],-10[fluorescence artefact?],2,-4,2,7,-2,-39,-1
COC(=O)CCSc1nccn1Cc1ccccc1,-9,5,1,-4,-1,3,24,-4,-3
COc1ccc(-c2noc(-c3ccccc3Cl)n2)cc1OC,-4,-2,-5,-14,4,6,19,17,5
COC(=O)c1ccc(NC(=O)c2ccc(NC(=O)C3CCCO3)cc2)cc1 (stereo not drawn),-2,-3,-5,-11,-8,.,5,-6,-2
Cc1ccc(Cn2cccc(NC(=O)CCC3CCCC3)c2=O)cc1,-1,-7,-1,.,0,3,10,-3,-1
O=C(OCc1cncs1)c1ccccc1Cl,-10,1,2,-3,1,7,.,0,0
Cc1sc(NC(=O)COc2ccccc2)c(C#N)c1C,1,2,-1,-8,-3,8,1,-5,6
CC(=O)Nc1ccc(C(=O)Nc2nc(-c3cc(C)n(Cc4ccccc4)c3C)cs2)cc1,-21[fluorescence artefact?],-8,6,.,6,.,9,-19,-1
COc1cccc(Cn2nnc3c(=O)[nH]c(C4CCCN(C(=O)c5ccccc5Cl)C4)nc32)c1 (stereo not drawn),2,7,-1,-10,-8,-8,-13,-6,-2
O=C1CC(c2ccccc2)n2nc(NS(=O)(=O)c3ccccc3)nc2N1 (stereo not drawn),4,0,-1,-4,2,12,13,-5,-2
Cc1sc(N)c(C#N)c1C,-6[fluorescence artefact?],-20[fluorescence artefact?],-5,-11,7,-5,6,-16,2
O=C(NCC1CCCO1)C1CCCN1C(=O)Nc1ccc(Cl)cc1 (stereo not drawn),-6,3,5,-4,1,0,10,6,6
CC(=O)c1cccc(NC(=O)c2ccc(NS(C)(=O)=O)cc2)c1,7,-1,-3,1,4,-4,12,-27,-1
CC([NH2+][O-])C(C)(C)NO (stereo not drawn),5,5,-3,-27,3,-9,-3,0,-3
